# Compound activity from PubChem BioAssay.
# WRN helicase inh – qHTS for Inhibitors of WRN Helicase | WRN helicase unwinding, fluorescent forked duplex, kinetic | Bifunctional 3'-5' exonuclease/ATP-dependent helicase WRN (Homo sapiens), Q14191 | hit rate 0.46% among 360,000 | Potency, µM (titrated, usually from 114 µM), for the others: top-dose activity change, negative = inhibition, usual class: inhibitors; further: potency means the concentration at half of the fitted maximal effect; on the % scale 0 is the no-effect control and ±100 the full control effect; nearly all actives have a fitted effect of over 55% in size
#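 WRN at 20 nM final preincubated with compound 15 min at room temperature; reaction started with 100 nM fluorophore/quencher forked duplex oligonucleotide and 2 mM ATP final. Unwinding followed kinetically by red fluorescence (ex 525, em 598 nm).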
# Abeta rescue – qHTS for compounds that reverse cellular toxicity of Amyloid beta (A-beta) peptide in yeast: Primary Screen. Potency, µM (doses to about 46.1 µM), for inactives: at the highest dose growth rescue, usual class: activators. hit rate 0.063% among 410,000. yeast expressing A-beta42, growth rescue, OD600, 48 h; response scale: 0% DMSO, 100% iron-clioquinol control; further: potency means the concentration at half of the fitted maximal effect; nearly all actives have a fitted effect of over 55% in size
#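 Growth rescue measured by 600 nm absorbance after 48 h yeast culture at 30 C with compound. Values normalized between DMSO and an equimolar ferric chloride plus clioquinol control.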
# PLK1 PBD inh – qHTS for Inhibitors of PLK1-PDB (polo-like kinase 1 - polo-box domain): Primary Screen. Serine/threonine-protein kinase PLK1 (Homo sapiens), P53350. Plk1 PBD binding of FITC phosphopeptide, fluorescence polarization. Potency, µM, inactives show max response, negative = inhibition, actives largely listed as inhibitors. hit rate 2.8% among 360,000. AID 720504, 2013; further: potency means the concentration at half of the fitted maximal effect; series mostly up to about 57 µM; on the % scale 0 is the no-effect control and ±100 the full control effect; nearly all actives have a fitted effect of over 65% in size
# Target sequence (P53350 whole entry, looked up, the tested form may be a part): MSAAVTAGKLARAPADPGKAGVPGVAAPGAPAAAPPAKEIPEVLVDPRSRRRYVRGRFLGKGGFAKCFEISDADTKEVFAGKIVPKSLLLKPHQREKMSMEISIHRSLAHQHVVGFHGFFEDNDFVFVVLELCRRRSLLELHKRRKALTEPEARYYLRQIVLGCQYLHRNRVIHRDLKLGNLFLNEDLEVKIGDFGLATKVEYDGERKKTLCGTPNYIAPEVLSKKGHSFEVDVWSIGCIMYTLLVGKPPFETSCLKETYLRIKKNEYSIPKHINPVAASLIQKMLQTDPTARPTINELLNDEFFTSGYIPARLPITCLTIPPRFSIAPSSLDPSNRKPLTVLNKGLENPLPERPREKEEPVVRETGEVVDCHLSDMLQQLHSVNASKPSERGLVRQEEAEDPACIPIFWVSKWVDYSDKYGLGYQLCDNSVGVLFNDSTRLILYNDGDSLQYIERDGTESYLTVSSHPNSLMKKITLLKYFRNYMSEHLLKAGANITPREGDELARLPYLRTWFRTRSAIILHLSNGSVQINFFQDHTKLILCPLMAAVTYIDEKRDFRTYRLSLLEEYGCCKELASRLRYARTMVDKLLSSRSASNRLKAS
# EPAC1 antagonist – qHTS for Antagonist of cAMP-regulated guanine nucleotide exchange factor 3 (EPAC1): primary screen; EPAC1 GEF assay, Rap1b-BODIPY-GDP exchange fluorescence; Potency, µM (highest dose often 115 µM), for the others: at the highest dose activity change, negative = inhibition, hits mostly inhibitors; hit rate 0.14% among 360,000; AID 720709, 2013;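 further: potency means the concentration at half of the fitted maximal effect; plate controls were vehicle for no effect and positive control for full effect; nearly all actives have a fitted effect of over 50% in size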
# PI5P4Ka inh – qHTS for Inhibitors of phosphatidylinositol 5-phosphate 4-kinase (PI5P4K). Phosphatidylinositol 5-phosphate 4-kinase type-2 alpha (Homo sapiens), P48426. hit rate 1.2% among 330,000. max response, %. PI5P4Kalpha enzyme, ADP-Glo luminescence, 60 min; active compounds read low; active means max response of -50% or lower; inconclusive means between -30% and -50%; inactive means -30% or higher; further: value at the top dose of about 77 µM; on the % scale 0 is the no-effect control and ±100 the full control effect
# Target sequence (P48426 whole entry, looked up): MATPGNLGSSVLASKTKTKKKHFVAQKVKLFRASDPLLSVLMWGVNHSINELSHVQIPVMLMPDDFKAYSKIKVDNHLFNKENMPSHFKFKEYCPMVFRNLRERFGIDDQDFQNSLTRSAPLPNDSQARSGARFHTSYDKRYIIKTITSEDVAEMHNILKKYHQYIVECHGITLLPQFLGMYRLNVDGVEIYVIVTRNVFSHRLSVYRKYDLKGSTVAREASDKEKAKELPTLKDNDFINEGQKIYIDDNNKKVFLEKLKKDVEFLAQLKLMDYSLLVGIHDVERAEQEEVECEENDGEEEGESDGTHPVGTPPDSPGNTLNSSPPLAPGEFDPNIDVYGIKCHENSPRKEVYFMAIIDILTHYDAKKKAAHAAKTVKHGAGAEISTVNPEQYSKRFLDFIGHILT
#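 Enzyme plus substrate dispensed, test compounds pinned in, then ATP (5 microM final) added. After 60 min at RT, ADP-Glo reagent 1 for 45 min and reagent 2 for 30 min preceded luminescence imaging.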
# FUS yeast rescue – qHTS for Suppressors of FUS Proteinopathy: Primary screen using FUS-linked yeast assay; S. cerevisiae FUS-expressing, growth rescue, OD600, 24 h; Potency, µM (series often up to 76.6 µM), without a hit: top-dose growth rescue (activation), hits mostly activators; hit rate 0.24% among 390,000; AID 1347120, 2019;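 further: potency means the concentration at half of the fitted maximal effect; plate controls were DMSO vehicle for no effect and reference control for full effect; nearly all actives have a fitted effect of over 55% in size; some results filed as inactive show a strong effect at the top dose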
#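 Yeast FUS proteinopathy model; galactose-induced FUS (2%), starting OD 0.005. Cpds in dilution series, 24hr, 30C, 99% humidity. Abs 600 nm growth. Pos ctrl CP55940 (top 92uM final); neg ctrl DMSO.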
# IL2 activator – qHTS of IL-2 Activators; IL-2 activation reporter assay, cell-based qHTS; stimulated with anti-CD3/CD4/CD28 beads; in transgenic mouse T cells; activation, % (series mostly up to about 46 µM); hit rate 0.065% among 360,000; AID 652025, 2013; in the data active means activation above about 50%; inconclusive means mostly about 30% to 49%; further: 0% is about no effect
#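 Using fluorescent plate cytometry, EGFP and DsRed are detected in transgenic mouse T cells stimulated 18 h at 37 degrees C with antibody-coated beads after 60 min compound pretreatment.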
# EPAC1 agonist – qHTS for Agonist of cAMP-regulated guanine nucleotide exchange factor 3 (EPAC1): primary screen; Rap guanine nucleotide exchange factor 3 (Homo sapiens), O95398; EPAC1 agonist qHTS, biochemical assay; response scale: 100% = response to 6.5 mM cAMP; Potency, µM (doses to about 154 µM), without a hit: at the highest dose activation, hits mostly activators; hit rate 0.073% among 360,000; AID 720707, 2013; further: potency means the concentration at half of the fitted maximal effect; nearly all actives have a fitted effect of over 60% in size
#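 Nucleotide exchange by EPAC1 (100 nM) on Rap1B–BODIPY-GDP (250 nM) in the presence of 50 uM GDP is tracked fluorescently at 480/540 nm over 30 min. Signals are normalized to a 6.5 mM cAMP control.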
# An asterisk follows results filed as active; ? = inconclusive; . = not tested or not shown; & = joins results of further samples; [ ] = remark or other dose. Unless noted, the call rests on the fitted dose curve; in most records, active means well fitted curve in the direction sought with a large enough effect; inconclusive means small, poorly fitted or top-dose-only effect, or another doubt; inactive means no such curve, though single readings can be large; an effect the other way counts as inactive or inconclusive.
no.	Structure	PLK1 PBD inh	EPAC1 antagonist	IL2 activator	FUS yeast rescue
1	CSc1nnc(-c2ccccc2)n1C	-10%	-4%	-3.3	-20%
2	COCCn1c(SCC(=O)NC(=O)NCc2ccccc2)nc2ccccc21	?	4%	-1.0	20%
3	CN1C(=O)C(O)(C2COC(C)(C)CC2=O)c2ccccc21 (stereo not given)	-3%	-2%	-1.0	-28%
4	O=C(NCCc1ccccc1)C1CCCN1S(=O)(=O)c1ccc(Cl)cc1 (stereo not given)	9%	-11%	-0.4	0%
5	COc1ccc(C(=O)/C=C/Nc2ccccn2)c(OC)c1	-2%	-1%	0.6	5%
6	CC1CCCC(C)N1C(=O)/C=C/c1ccc(S(=O)(=O)N2CCOCC2)cc1 (stereo not given)	3%	-3%	-2.3	19%
7	CCc1nnc(NC(=O)CSc2nnc(CNc3cccc(Cl)c3)n2CC)s1	0%	2%	-0.1	14%
8	COc1ccccc1C(=O)N1C(CC(=O)Nc2cc(Cl)ccc2C)C(=O)NC2CCCCC21 (stereo not given)	-12%	12%	-0.9	33%
9	COc1cc(OC)c(Nc2cc(C)nc3nc(C)nn23)cc1Cl	-2%	2%	-2.8	12%
10	COc1ccc(NC(=O)CSc2nc(C)cs2)cc1	-4%	3%	0.3	12%
11	O=C(CC1(O)C(=O)Nc2ccccc21)c1cccc(Br)c1 (stereo not given)	?	-8%	-0.3	.
12	O=C(CSc1nc2ccccc2o1)Nc1nc2ccccc2s1	-2%	3%	0.0	-15%
13	COc1ccccc1-n1ccnc(SCC(=O)NCCc2ccccc2)c1=O	-17%	13%	-4.0	-10%
14	COc1ccc(N2C(=O)CC(N3CCN(c4ccc(S(C)(=O)=O)cc4)CC3)C2=O)cc1 (stereo not given)	-12%	7%	-3.8	34%
15	COc1ccc(N2CCN(C(=O)CNC(=O)Cn3cnc4sc(C)c(C)c4c3=O)CC2)cc1	-13%	-6%	-3.1	0%

no.	Abeta rescue	WRN helicase inh	PI5P4Ka inh	EPAC1 agonist
1	0%	-3%	.	9%
2	10%	-5%	0	1%
3	12%[9.22 µM]	-14%	1	2%
4	-6%	-10%	8	-7%
5	-72%[inhibitor]	-33%	-8	2%
6	9%	-4%	0	4%
7	17%	1%	.	-6%
8	-1%	-17%	.	-3%
9	-10%	1%	4	3%
10	3%	-3%	-4	6%
11	4%	-21%	-4	-13%
12	8%	1%	.	2%
13	5%	-4%	-2	2%
14	-17%	2%	.	11%
15	3%	7%	4	12%

# Taken from above:
# EPAC1 agonist result of cpd 12 : 2%
# EPAC1 antagonist result of cpd 7 : 2%
# WRN helicase inh result of cpd 1 : -3%
# EPAC1 agonist result of cpd 15 : 12%

# Back to the main list, repeating the four entries before the break.
no.	Structure	PLK1 PBD inh	EPAC1 antagonist	IL2 activator	FUS yeast rescue
12	O=C(CSc1nc2ccccc2o1)Nc1nc2ccccc2s1	-2%	3%	0.0	-15%
13	COc1ccccc1-n1ccnc(SCC(=O)NCCc2ccccc2)c1=O	-17%	13%	-4.0	-10%
14	COc1ccc(N2C(=O)CC(N3CCN(c4ccc(S(C)(=O)=O)cc4)CC3)C2=O)cc1 (stereo not given)	-12%	7%	-3.8	34%
15	COc1ccc(N2CCN(C(=O)CNC(=O)Cn3cnc4sc(C)c(C)c4c3=O)CC2)cc1	-13%	-6%	-3.1	0%
16	CCNC(=S)NNC(=O)c1ccc2ncccc2c1	0%	2%	-1.2	22%
17	Cc1ccc(-c2nc(Nc3ccccc3)n[nH]2)cc1	0%	0%	-3.9	3%
18	COc1ccccc1C(=O)O/N=C(\N)c1ccc(Cl)cc1	-7%	3%	-0.2	4%
19	CCOc1ccc(NC(=O)CSC(N)=O)cc1	-13%	-1%	-0.2	18%
20	CC(C)[C@H](NC(=O)C1CC(=O)N(c2ccc(F)cc2)C1)C(=O)N1CCCCC1 (stereo not given in full)	3.4µM*	6%	-3.0	-5%
21	Cc1ccccc1CN1CCN(CCCc2ccccc2)C(CCO)C1 (stereo not given)	-19%	-19%	-1.3	-5%
22	CCOC(=O)N1CCN(S(=O)(=O)c2ccc3c(c2)C(C)C(=O)N3)CC1 (stereo not given)	2%	12%	-0.2	11%
23	Cc1csc2c(NC3CCN(Cc4ccccc4)CC3)ncnc12	-1%	20%	-0.3	27%
24	CCN(CC)N=Nc1ccc(S(=O)(=O)Nc2c(C)n(C)n(-c3ccccc3)c2=O)cc1	0%	15%	0.9	-1%
25	CCCN(C)C1CN(Cc2cn(Cc3ccc(C)cc3)nn2)S(=O)(=O)C1 (stereo not given)	-8%	-29%	2.6	-7%
26	CCNS(=O)(=O)c1ccc(CCC(=O)N2CCCC2)cc1	0%	2%	0.8	10%
27	COc1ccc(S(=O)(=O)N2CCN(C(=O)/C=C/c3ccco3)CC2)cc1	-15%	-21%	-1.4	35%
28	CC(=O)c1cnc2c(-c3ccccc3)cnn2c1C	-3%	12%	-0.1	19%
29	COc1ccc(CCNC(=O)C2CCN(S(=O)(=O)N3CCCCC3)CC2)cc1OC	-5%	0%	3.6	3%
30	Cn1c(=O)oc2cc(S(=O)(=O)NCCN3CCN(c4ccccc4F)CC3)ccc21	-4%	-17%	-2.1	-4%

no.	Abeta rescue	WRN helicase inh	PI5P4Ka inh	EPAC1 agonist
12	8%	1%	.	2%
13	5%	-4%	-2	2%
14	-17%	2%	.	11%
15	3%	7%	4	12%
16	9%	-5%[57.1 µM]	-1	6%
17	20%	-1%	2	-4%
18	-2%	0%	.	8%
19	-21%	-15%	-1	1%
20	13%	-7%	-26	8%
21	2%	10%	-4	-3%
22	3%	-6%	0	15%
23	0%	-8%	1	3%
24	-17%	-5%	-6	15%
25	-8%	2%	5	3%
26	1%	7%	-4	1%
27	-11%	-5%[11.6 µM]	?	-10%
28	23%	3%	.	-2%
29	-11%	7%	0	4%
30	4%	-11%	-1	2%

# The list continues:
no.	Structure	PLK1 PBD inh	EPAC1 antagonist	IL2 activator	FUS yeast rescue
31	Cc1nnc(SCC(=O)Nc2ncc(S(=O)(=O)c3ccc([N+](=O)[O-])cc3)s2)s1	4%	-14%	-0.5	.
32	CCCCOc1ccccc1C1NC(=O)NC(C)=C1C(=O)OCCOCC (stereo not given)	-5%	1%	-2.0	9%
33	CC1CCCCN1C(=O)Cc1ccc(F)cc1 (stereo not given)	-4%	-1%	7.8	-9%
34	O=C(Cc1cccc(F)c1)Nc1ccc2c(c1)CCC2	-2%	5%	-0.7	8%
35	CCCS(=O)(=O)N1CCC(C(=O)Oc2ccc(OC)cc2)CC1	-5%	-15%	-3.5	3%
36	CC1CCN(S(=O)(=O)c2cc3c4c(c2)C(C)C(=O)N4CCC3)CC1 (stereo not given)	-1%	0%	-4.7	11%&12%
37	C=CCN1CCS(=O)(=O)N(Cc2ccccc2)[C@@H](C(C)C)C1=O	-8%	-5%	0.2	-16%
38	Cc1cccc(OCC(=O)NC2CCCc3ccccc32)c1C (stereo not given)	0%	-6%	0.0	-6%
39	CC(=O)N(C)c1ccc(NS(=O)(=O)c2cccc3nsnc23)cc1	-8%	-7%	0.3	6%
40	O=[N+]([O-])c1ccccc1S(=O)(=O)NCCSc1ccccc1	-16%	-12%	-1.8	-1%
41	O=C(COC(=O)c1ccccc1)c1ccc(Br)cc1	-9%	7%	0.0	-1%
42	Cc1nn(-c2ccccc2)c2sc(C(=O)N3CCOCC3)cc12	-2%	12%	-3.6	12%
43	CCc1ccccc1NC(=S)N(CCN1CCOCC1)Cc1ccccc1F	-8%	-22%	-4.1	26%
44	NS(=O)(=O)c1cccc(NC(=O)CN2CCCc3ccccc32)c1	-6%	4%	-2.2	14%
45	Cc1ccc(C(=O)NCC(=O)OCC(=O)/C=C2\N(C)c3ccccc3C2(C)C)cc1C	30µM*	-5%	-2.6	40%

no.	Abeta rescue	WRN helicase inh	PI5P4Ka inh	EPAC1 agonist
31	14%	-2%	-2	-6%
32	-21%	0%[57.1 µM]	.	2%
33	22%	2%	0	2%
34	23%	-10%[57.1 µM]	0	-2%
35	-6%	0%	9	-2%
36	-16%&-27%	6%	-3	-4%
37	4%	-6%	2	-8%
38	0%	-17%	18	1%
39	3%	?	4	0%
40	14%	8%	3	5%
41	-10%	-2%	.	9%
42	1%	7%	8	-2%
43	-6%	-1%	-1	-2%
44	2%	-5%	0	8%
45	10%	-6%	-17	3%

# 4 compounds from above with just Abeta rescue, PI5P4Ka inh and EPAC1 agonist:
no.	Compound	Abeta rescue	PI5P4Ka inh	EPAC1 agonist
38	Cc1cccc(OCC(=O)NC2CCCc3ccccc32)c1C (stereo not given)	0%	18	1%
39	CC(=O)N(C)c1ccc(NS(=O)(=O)c2cccc3nsnc23)cc1	3%	4	0%
40	O=[N+]([O-])c1ccccc1S(=O)(=O)NCCSc1ccccc1	14%	3	5%
41	O=C(COC(=O)c1ccccc1)c1ccc(Br)cc1	-10%	.	9%

# (cont.)
no.	Structure	PLK1 PBD inh	EPAC1 antagonist	IL2 activator	FUS yeast rescue
46	CC(=O)c1ccc(C(=O)N2CCCC(N3CCN(c4ccc(F)cc4)CC3)C2)s1 (stereo not given)	-6%	2%	-0.5	6%
47	Cn1c(SCC(=O)N2CCCc3ccccc32)nnc1-c1ccco1	-5%	-22%	4.0	.
48	C[C@@H]1CCCCO[C@H](CN(C)S(=O)(=O)c2cn(C)cn2)[C@@H](C)CN([C@H](C)CO)C(=O)c2cc(NC(=O)c3ccncc3)ccc2O1	-23%	-2%	-1.9	25%
49	CCCCCCc1nc(C(N)=O)c2[nH]c(=O)n(-c3ccc(OCC)cc3)c2n1	-6%	-9%	-0.3	14%

no.	Abeta rescue	WRN helicase inh	PI5P4Ka inh	EPAC1 agonist
46	2%	-7%	-6	-19%
47	-1%	-27%	4	9%
48	9%	3%	-4	2%
49	8%	-5%	10	-5%
